HIV peptide binding: cell-free HIV fusion peptide-binding blockers – biochemical, uHTS, fluorescence dequenching, primary screen (AID 1986) | cell-free peptide binding, fluorescence dequenching, 30 min; higher % means a stronger effect | inhibition, % at 20 µM, or IC50 in µM where a hit was titrated | actives 0.3% (n = 290,000); in the data active = inhibition mostly above about 52%, no sharp cut-off; inactive = mostly below about 76%; also: some results filed as inactive read as strong as hits
GPR55 antagonists: inhibition of LPI-stimulated GPR55 beta-arrestin translocation – imaging, U2OS, beta-arrestin-GFP, LPI agonist, primary screen (AID 2013); actives 0.13% (n = 290,000); inhibition, % at 10 µM; hits with a dose series show IC50 in µM; U2OS GPR55 beta-arrestin-GFP translocation imaging, LPI antagonism; higher % means a stronger effect;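 active = spots per cell inhibited over 60%, with over 100 cells counted and total cytoplasm intensity under 500,000; inconclusive = wells with under 100 cells, flagged as likely toxic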;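 also: U2OS cells stably carrying GPR55 and arrestin-GFP stimulated by 5 µM LPI near EC80; imaged beta-arrestin-GFP aggregate spots per cell after agonist stimulation; plate controls were LPI-stimulated DMSO wells for no effect and DMSO wells without LPI for full effect; some results filed as inactive read as strong as hits; confirmed hits need IC50 under 10 µM and bright autofluorescent wells are also inconclusive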
NOD2 inhibition: inhibition of NOD2-driven NF-kB reporter – cell-based, luminescence, uHTS, HEK293 (AID 1566); HEK293 NOD2/NF-kB luciferase reporter, luminescence; higher % means a stronger effect; one-dose inhibition, % at 4 µM; EC50 in µM for titrated hits; actives 0.63% (n = 290,000); also: many of its hits are not listed in these tables
NOD1 NF-kB reporter: inhibition of NOD1-driven NF-kB reporter – cell-based, luminescence, uHTS, primary screen (AID 1578). NOD1-driven NF-kB luciferase reporter cells, luminescence; higher % means a stronger effect. inhibition, % at 4 µM; hits with a dose series show EC50 in µM. actives 1% (n = 290,000); in the data active = inhibition mostly above about 36%, no sharp cut-off; inactive = mostly below about 34%;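 also: HEK-293T reporter cells stimulated with the NOD1 agonist gamma-tri-DAP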
Rac1 GTP hydrolysis: MgcRacGAP GTPase-activating activity inhibitors, confirmation, biochemical, ADP Hunter fluorescence; AID 624330; one-dose inhibition, % at 30 µM; IC50 in µM for titrated hits; MgcRacGAP-stimulated Rac1 GTP hydrolysis, ADP Hunter fluorescence; higher % means a stronger effect; GST-tagged Rac1 F28L mutant substrate; actives 0.6% (n = 340,000);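 active = first-screen hits whose inhibition reached a set limit at any dose in the follow-up dose series; inconclusive = inhibition above the set first-screen limit but never retested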;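 also: fluorescence reports GDP produced by GAP-driven GTP hydrolysis; strong numbers were not always called active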
KOR beta-arrestin-1: kappa opioid receptor activators – cell-based, luminescence, uHTS, primary screen (AID 1777); actives 0.02% (n = 280,000); one-dose activation, % at 10 µM; EC50 in µM for titrated hits; KOR beta-arrestin recruitment, luminescence; higher % means a stronger effect; in the data active = activation above about 50%, passing the limit was not always enough; also: a part of the inactive calls stands beside numbers as strong as those of hits
Large T inhibition: SV40 large T antigen inhibitors, biochemical (AID 1903). inhibition, % at 20 µM, or IC50 in µM where a hit was titrated. SV40 large T antigen ATPase/helicase inhibition assay; higher % means a stronger effect. actives 0.39% (n = 310,000); in the data active = a potency from the dose series; inconclusive = inhibition mostly from about 32% at the one dose, without a potency; inactive = the rest, 99 in 100 with inhibition below about 32%; also: strong numbers were not always called active
KOR beta-arrestin-2: KOR antagonists, beta-arrestin recruitment, cell-based, luminescence, uHTS (AID 1778). inhibition, % at 10 µM; hits with a dose series show IC50 in µM. KOR beta-arrestin recruitment, luminescence, antagonist mode; higher % means a stronger effect. actives 0.091% (n = 290,000); also: strong numbers were not always called active
GPR55 beta-arrestin: selective activators of receptor GPR55 – imaging, U2OS cells, beta-arrestin-GFP redistribution, primary screen (AID 1961); U2OS GPR55 beta-arrestin-GFP redistribution imaging; higher % means a stronger effect; one-dose activation, % at 10 µM; EC50 in µM for titrated hits; actives 0.048% (n = 290,000);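 active = activation above 40% with more than 50 cells counted in the well; inconclusive = wells holding fewer than 50 cells, flagged as toxic or sparse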;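 also: U2OS osteosarcoma cells stably expressing GPR55 and beta-arrestin-GFP; plate controls were DMSO negative control for no effect and LPI positive control for full effect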
Active calls of the source: *; u = inconclusive; x = no result given; & = joins results of further samples; [ ] = dose if it differs, or a comment. Rule as the data show it, unless noted: active = inhibition above about 50%; inactive = the rest.

molecule,GPR55 antagonists,NOD2 inhibition,Large T inhibition,KOR beta-arrestin-2,GPR55 beta-arrestin,KOR beta-arrestin-1,HIV peptide binding,NOD1 NF-kB reporter,Rac1 GTP hydrolysis
Cc1cc(C)n(-c2nc(C)nc3sc4c(c23)CCC(C)C4)n1 (configuration not stated),6%,-11%,-1%,-16%,-0.2%,-0.9%,-1.3%,x,9%
Cc1ccsc1/C=C/c1ccc2ccccc2n1,2%,-273%,-4%,-8%,-0.1%,-1.5%,6.2%,27%,7%
Cc1ccc(C)c(NC(=O)C2COc3ccccc3O2)c1 (configuration not stated),6%,4%,17%,-41%[20 µM],-0.1%,8.6%,2.0%,-3%,7%
COc1cc2c(cc1OC)CN(C1CC(=O)N(c3c(C)cccc3C)C1=O)CC2 (configuration not stated),1%,0%,9%,-8%,-0.2%,-2.4%,16%,-22%,-4%
COc1ccc(CC(=O)NCc2cccs2)cc1,-24%,-9%,3%,33%,-0.1%,-5.8%,-2.1%,-18%,8%
Cc1cc(NC(=O)Cn2nc3c(cc2=O)CCCC3)ccc1Br,-2%,3%,-2%,-6%,-0.2%,-1.6%,-0.4%,6%,13%
COc1cc(C(=O)OCCN2CCOCC2)cc(OC)c1OC,-3%,26%,12%,10%,-0.1%,0.7%,-2.2%,3%,16%
COc1cc(NC(=O)c2cccnc2)ccc1-c1cc2ccccc2oc1=O,12%,22%,23%,24%,-0.3%,-4.9%,1.2%,-2%,x
COc1ccccc1CCNC(=O)CSc1nnc2ccc(-c3ccncc3)nn12,3%,9%,9%,3%,-0.3%,-1.8%,-1.8%,-30%,7%
CCOC(=O)C1CCCN(S(=O)(=O)c2cnc(Cl)c(Br)c2)C1 (configuration not stated),-10%,-12%,14%,43%,-0.3%,-5.6%,-1.8%,28%,8%
Nc1nc(N2CCN(c3ccccn3)CC2)nc2ccccc12,14%,-67%,11%,2%,-0.1%,-2.7%,0.7%,-7%,18%
Cc1c(NP(=O)(Oc2ccccc2F)Oc2ccccc2F)c(=O)n(-c2ccccc2)n1C,20%,8%,11%,19%,0.4%,6.3%,-2.0%,-16%,9%
CC(=O)NNC(=S)NC(=O)c1ccccc1,0%,4%,18%,-4%,-0.8%,-5.0%,0.3%,-38%,-15%
Cc1occc1C(=O)N(C)Cc1nc(-c2ccc(Cl)cc2)no1,-2%,14%,10%,-20%,-0.1%,0.0%,1.7%,-27%,3%
CNS(=O)(=O)c1cccc(C(=O)OCc2cc(C(C)=O)ccc2OC)c1,2%,12%,29%,-20%,-0.5%,0.9%,-2.6%,-42%,4%
Cc1nc(CSc2nsc(C)c2C#N)cs1,-5%,-8%,21%,-11%,0.0%,6.4%,-1.0%,-35%,15%
Cc1cccc(Nc2nc(N)nc(CN3CCC(C(N)=O)CC3)n2)c1C,4%,-14%,9%,25%,-0.1%,1.8%,-0.8%,x,2%
O=C1OC(Nc2ccc(Cl)cn2)c2ccccc21 (configuration not stated),39%,1%,14%,1%,0.3%,-2.6%,1.6%,-4%,10%
COC(=O)c1ccc(NC(=O)CSc2nc(=O)cc(N)n2-c2ccccc2)cc1,9%,8%,3%,2%,0.0%,-3.2%,0.9%,-28%,1%
Nc1nnc(-c2cccc(Cl)c2Cl)c(N)n1,2%&-2%,7%&2%,3%&9%,11%&-23%,-0.2%&-0.5%,-0.7%&1.0%,-0.4%&-1.1%,-24%&-11%,6%
NC(=O)CC(NC(=O)Cc1cccc2ccccc12)c1ccc(NCCCN2CCCC2=O)c([N+](=O)[O-])c1 (configuration not stated),8%,7%,3%,3%[20 µM],-0.2%,-6.7%,-2.8%,-16%,5%
O=C(CN1CCN(S(=O)(=O)c2cc(Cl)ccc2Cl)CC1)c1ccc(O)c(O)c1,-6%,8%,u,-39%,0.4%,5.2%,16%,-17%,x
Clc1c(-c2ccccc2)nnn1-c1ccccc1,3%,-108%,3%,-8%,-0.1%,-1.3%,-1.4%,-96%,4%
CCC1(C)NC(=O)N(CC(=O)N2N=C(c3ccccc3)CC2c2ccc(OC)cc2)C1=O (configuration not stated),-6%,11%,1%,-9%,1.2%,2.2%,1.7%,-22%,4%
O=S(=O)(N/N=C\c1cccnc1)c1ccccc1,0%,-1%,9%,-4%,-0.2%,-2.5%,2.3%,-8%,5%
CC(C)N(Cc1cc2ccccc2[nH]c1=O)C(=O)c1cccc([N+](=O)[O-])c1,-2%,3%,25%,-18%,-0.3%,0.8%,0.6%,-12%,6%
O=C(O)CCC(=O)NNC(=O)CCC1CCCCC1,12%,13%,-3%,39%,0.0%,6.9%,-1.7%,-29%,6%
Cc1ccc(S(=O)(=O)NC(=O)c2cc(C)n(CCCn3ccnc3)c2C)cc1,15%,12%,4%,-1%,-0.3%,-0.4%,1.4%,3%,11%
CSc1cccc(NC(=O)CC(C)n2ccnc2)c1 (configuration not stated),10%,4%,5%,-20%,0.0%,-0.3%,1.4%,-7%,8%
Cc1ccc2nc(-c3ccc(Br)o3)oc(=O)c2c1,-7%,8%,5%,-18%,0.2%,-1.5%,0.4%,-10%,2%
COC(=O)COc1ccc(S(=O)(=O)N2CCN(c3ccc(F)cc3)CC2)cc1,-1%,-6%,-2%,-13%,0.3%,10%,1.7%,-11%,4%
COc1ccc(C(CNC(=O)c2ccccc2SC)N(C)C)cc1 (configuration not stated),-3%,8%,1%,5%,0.4%,-2.6%,-1.3%,-27%,6%
COc1ccc(C2/C(=C(/O)c3ccc(C)cc3)C(=O)C(=O)N2C)cc1 (configuration not stated),3%,10%,25%,-1%,-0.4%,-6.4%,-1.4%,-5%,9%
CC(C)CCOC(=O)C[N+](C)(C)CCOC1CC2CCC1(C)C2(C)C (configuration not stated),-2%,14%,5%,-1%,0.0%,1.6%,-0.6%,-29%,4%
Cc1ccc2cc(C(c3nnnn3C3CCCC3)N3CCN(c4ccccc4)CC3)c(=O)[nH]c2c1 (configuration not stated),-3%,1%,15%,10%,0.2%,-4.5%,2.2%,-23%,6%
COc1ccc(OC)c(C(=O)NC2CC(C)(C)Cc3c2cnn3-c2ccccc2)c1 (configuration not stated),-18%,19%,-3%,-17%,-0.1%,5.4%,-0.6%,54%*,-1%
Cc1ccc(C(=O)CSc2nc3ccccc3o2)cc1,1%,7%,2%,14%,-0.1%,-3.6%,-6.6%,-8%,13%
O=C(O)CN1C(=O)SC(Nc2ccccc2C(=O)O)C1=O (configuration not stated),4%,-7%,7%,-13%,-0.1%,-0.6%,-0.2%,10%,11%
COc1cc(C2C(C#N)=C(N)Oc3cc(C)n(CCc4ccccc4)c(=O)c32)cc2c1OCO2 (configuration not stated),5%,25%,1%,17%,-0.1%,-4.1%,-1.3%,-10%,-1%
CCOC(=O)CSc1nc2c(c(=O)[nH]1)C(C)(CC)Cc1ccccc1-2 (configuration not stated),0%,-10%,7%,-96%,1.4%,-0.5%,1.6%,14%,12%
N=C1C(c2nc3ccccc3[nH]2)=C(O)CN1c1ccccc1,-14%,-32%,1%,-4%,0.2%,2.7%,-0.9%,13%,3%
COc1cc(OC)c2ccc(=O)oc2c1C(CCN1CCCCC1)c1ccc(N(C)C)cc1 (configuration not stated),18%,18%,11%,-26%,0.0%,-3.5%,1.5%,5%,15%
CC1(C)NC(=O)N(CN2C(=O)NC(C)(C)C2=O)C1=O,18%,-9%,12%,-20%,-0.1%,0.2%,0.9%,-22%,4%
CC(CC(=O)NNC(=O)c1cccc(Cl)c1)c1ccccc1 (configuration not stated),-5%,-2%,7%,-58%,-0.4%,9.3%,2.4%,-18%,5%
COc1ccc(NC(=O)CC2SC3=NCCN3C2=O)cc1 (configuration not stated),6%,2%,-3%,-22%[20 µM],-0.1%,-9.8%,1.6%,-11%,2%
CCN(CC)CCCNC(=O)C1CCC(CNS(=O)(=O)c2c(C)cc(C)cc2C)CC1 (configuration not stated),2%,-2%,2%,42%,0.0%,0.6%,-0.1%,-1%,5%
CCN(CC)S(=O)(=O)c1cccc2nsnc12,8%,6%,4%,22%,0.1%,1.0%,1.5%,-6%,4%
COc1ccc(Cl)cc1NC(=O)CC(C)=O,12%,9%,4%,1%,-0.2%,-5.2%,-1.0%,2%,8%
CCN(c1ccc(NC(=O)COC(=O)CCc2cc(OC)c(OC)c(OC)c2)cc1)C(C)C,6%,12%,28%,14%,0.7%,-2.8%,-1.4%,-24%,15%
CC1=CC(C)(C)NC(=S)N1c1cccc2ccccc12,1%,-119%,13%,-4%,0.3%,0.8%,-2.2%,-22%,13%
COc1ccc(S(N)(=O)=O)cc1C(=O)NC1CCCc2ccccc21 (configuration not stated),-1%,10%,18%,-6%,0.1%,1.1%,3.3%,26%,4%
COC(=O)N1C(=O)[C@@](Cc2ccccc2)(c2ccccc2)N1C(=O)OC,6%,x,8%,-15%[20 µM],0.2%,-3.5%,0.5%,x,20%
O=C(Nc1ccc(Cl)cc1)N(Cc1nc2ccccc2c(=O)[nH]1)Cc1cccs1,1%,-6%,1%,17%,0.5%,6.2%,-0.2%,99%*,6%
Cc1c(C(=O)Nc2ccccc2)sc2nc(-c3ccccc3)cn12,10%,-31%,2%,15%,-0.4%,-3.3%,-2.6%,-15%,-3%
C#Cc1ccc(CN2CCN(CCc3ccccc3)C(CCO)C2)cc1 (configuration not stated),-14%,-8%,10%,-14%[20 µM],-0.1%,-5.3%,-1.2%,-11%,5%
Cn1c(OCc2cccnc2)nc2c1c(=O)n(Cc1ccc(F)cc1)c(=O)n2C,-6%,17%,6%,-38%,-0.3%,4.7%,0.5%,-11%,-12%
Cc1ccc(CNS(=O)(=O)c2ccccc2[N+](=O)[O-])cc1,-17%,7%,-1%,4%,0.2%,-1.9%,-0.8%,-21%,1%
Cn1c2ccccc2c2c(C(=O)N3CCN(c4ccc(F)cc4)CC3)cn(C3CCCC3)c(=O)c21,5%,-5%,11%,0%,0.2%,6.1%,-0.9%,-24%,4%
COc1ccccc1C(=O)NC(=S)Nc1cccnc1Cl,-13%,-44%,7%,-14%,0.3%,-1.3%,1.4%,-44%,3%

Screening results (PubChem BioAssay)

The list is partial. The share of hits here may be higher or lower than overall.
